Compound activity as filed in PubChem BioAssay.
SRC2 inh: inhibits human steroid receptor coactivator 2 | AID 651957 | HEK293 GAL4-SRC2 luciferase reporter, luminescence | Q15596 | 370,000 tested, 0.17% active | inhibition, % at 9 µM;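 active = inhibition above the mean inhibition of all tested compounds plus 3 SD, set per campaign, cut at about 52% in these data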;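 also: 0% = DMSO treated cells and 100% = cells given Gossypol at 36 µM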
SRC3 inh: inhibitors of human steroid receptor coactivator 3 (SRC3). Q9Y6Q9. HEK293 GAL4-SRC3 luciferase reporter, luminescence. inhibition, % at 3.6 µM. 360,000 tested, 0.17% active. AID 588352;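 active = inhibition above a per-campaign cutoff, the mean of all compounds plus 3 SD, cut at about 60% in these data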;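 also: 0% = DMSO-treated cells and 100% = gossypol-treated cells at 36 µM; higher means less SRC3-driven luciferase light from the GAL4 reporter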
SRC1 inh: human NCOA1 inhibition. HEK293 GAL4-SRC1 luciferase reporter, luminescence. AID 588354. 360,000 tested, 0.12% active. Q15788. inhibition, % at 3.6 µM;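 active = inhibition above the campaign mean plus 3 SD, with each screening campaign given its own cutoff, cut at about 60% in these data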;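 also: 0% = DMSO treated cells and 100% = gossypol at 36 µM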
TLR9-MyD88 block: inhibitors of human TLR9-MyD88 binding. Q9NR96+Q99836. CHO BLA complementation TLR9-MyD88, CCF4 FRET ratio. inhibition, % at 4.98 µM. 340,000 tested, 0.21% active;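 active = inhibition above the mean over all tested compounds plus 3 SD, cut at about 21% in these data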;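 also: 0% = DMSO only wells and 100% = clavulanate BLA inhibitor control wells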
LMP1 NFkB inh: inhibitors of Epstein-Barr LMP1-induced NF-kappaB reporter. inhibition, % at 12.5 µM. LMP1-induced NF-kappaB luciferase reporter cells, luminescence. 350,000 tested, 0.69% active. AID 504558; in the data active = inhibition above about 41%;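 also: 0% = neutral control wells and 100% = reference inhibitor control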
NR2F2 inh: blocks human COUP-TFII nuclear receptor. HEK293T NGFI-A luciferase reporter, luminescence. AID 686940. 370,000 tested, 0.7% active. inhibition, % at 8.6 µM. P24468;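 active = inhibition above a per-plate cutoff, mean inhibition of test wells between control levels plus 3 SD, cut at about 38% in these data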;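 also: cells cotransfected with COUP-TFII expression vector driving the NGFI-A reporter; 0% = median of COUP-TF2 test wells and 100% = reporter-only cells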
TRAIL sens C8: sensitizes caspase-8 expressing cells to TRAIL; NB7+C8 cells + TRAIL, ATPlite viability luminescence; inhibition (viability loss, TRAIL sensitization), % at 10 µM; 360,000 tested, 1% active; AID 624354;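 active = compounds causing at least 50% loss of cell viability in the single-dose screen, relative to plate controls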
NR5A2 inv ag: NR5A2 inverse agonism in reporter assay. AID 602396. 360,000 tested, 0.13% active. HEK293T StAR-luciferase reporter, LRH-1 transfected, 24 h. inhibition, % at 3.6 µM. O00482;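 active = inhibition above the mean inhibition of all tested compounds plus 3 SD, cut at about 73% in these data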;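 also: 0% = DMSO wells and 100% = reporter-only cells lacking LRH-1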
Vif inh: HIV Vif inhibition | 340,000 tested, 0.35% active | HEK293T cells, Vif self-association by quenched fluorescence, imaging, 24 h | inhibition, % at 7.49 µM; in the data active = inhibition above about 50%, passing the limit was not always enough; also: some results filed as inactive read as strong as hits
NOD2 RIPK2 PPI: inhibitors of human NOD2-RIPK2 interaction | CHO BLA complementation NOD2-RIPK2, CCF4 ratio | 360,000 tested, 0.38% active | O43353 | inhibition, % at 4.98 µM | AID 624267; in the data active = inhibition above about 21%;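 also: 0% = vehicle only and 100% = reference blocker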
TROY signal inh: inhibitors of TROY-dependent NF-kB signaling. 360,000 tested, 0.98% active. inhibition, % at 10 µM. Q293 LMP1-TROYcd NF-kB luciferase reporter, 4 h;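 active = compounds whose plate-normalised and pattern-corrected inhibition of the luciferase reporter signal at the single screening dose is 50% or more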
* hit, by the source's call; . = not tested or not shown. The list is partial (hit frequency here may not be typical).

SMILES	SRC2 inh	SRC3 inh	SRC1 inh	TLR9-MyD88 block	LMP1 NFkB inh	NR2F2 inh	TRAIL sens C8	NR5A2 inv ag	Vif inh	NOD2 RIPK2 PPI	TROY signal inh
C[C@H]1CN([C@@H](C)CO)C(=O)CCCn2nncc2CO[C@@H]1CN(C)C(=O)Cc1ccccc1	-23	6	0	-4	-1	-3	3	-14	4	12	-2
O=C(c1ccc2c(c1)OCO2)N1CCN(c2ccccn2)CC1	1	7	1	4	3	-4	1	5	1	-6	-15
NS(=O)(=O)c1ccc(NC(=O)CSC2=NC(=O)C(c3ccccc3)C(=O)N2)cc1 (stereo not drawn)	-49	2	-19	-8	-8	16	-3	-3	6	3	27
O=C(NCc1ccccn1)Nc1ccc(Br)cc1Cl	-88	-81	-84	4	-15	-30	3	-73	-5	0	-38
COc1cc(/C=C(\C#N)C(=O)NCC2CCCO2)ccc1OCC(N)=O (stereo not drawn)	-16	20	-11	-3	4	-13	8	12	-3	0	0
COc1ccc(N(CC(=O)N/N=C/c2cccnc2)S(=O)(=O)c2ccc(C)cc2)cc1OC	-19	-20	-9	-23	1	-17	5	10	-1	-11	-12
COC(=O)CSc1ccc2nnc(CCNS(=O)(=O)c3ccccc3)n2n1	2	6	16	-10	7	15	-3	5	-3	-4	5
CCN(CC)CCOC(=O)c1cccc(OC)c1	5	6	-33	-6	12	-7	7	-6	-1	13	22
CCN(CC)c1ccc(S(=O)(=O)N2CCCCC2)cc1NC(=O)C1CCC1	12	8	-13	-4	8	14	-14	4	4	4	5
COc1ccccc1CC(=O)Nc1ccc(S(=O)(=O)N2CCOCC2)cc1	14	13	3	5	-2	6	-17	11	-56	-1	-7
COc1cc(C(=O)Nc2cc(C)c(OCC(=O)N3CCOCC3)c(C)c2)cc(OC)c1OC	-26	2	3	-2	10	-17	-14	1	6	2	-1
COc1ccc(CNC(=O)CSc2nnc3c(n2)[nH]c2ccccc23)cc1	-3	1	4	-11	2	6	-7	8	-2	-11	10
COc1ccc(CN(CC2CCCO2)C(=O)CN2C(=O)C(C)Oc3ccc(C)cc32)cc1OC (stereo not drawn)	-14	11	-8	1	-3	9	-7	-2	.	2	8
O=C(NCCC1=CCCCC1)C(=O)NCC(c1ccco1)N1CCN(c2ccccc2)CC1 (stereo not drawn)	3	6	-6	3	-4	-20	-2	20	1	1	4
Cc1ccc(S(=O)(=O)N2CCCCC2)cc1NC(=O)CSCC(=O)O	-6	5	-6	6	6	1	-9	4	-1	-8	-8
CCN(CC(=O)Nc1ccc(NC(C)=O)cc1)C(=O)CCCc1nc2ccccc2c(=O)[nH]1	6	-20	-17	-9	-9	-11	-9	0	2	-3	-4
COCCn1nnnc1CN1CCN(C(=O)c2ccco2)CC1	15	-13	0	1	-2	1	-5	-16	-2	-8	3
COc1ccc(S(=O)(=O)N2CCOCC2)cc1NC(=O)CN1CCN(C)CC1	12	0	-7	-15	-3	-12	-22	-6	-2	-3	-26
CC1=NN(c2ccc(C)cc2)C(=O)/C1=C\c1ccc(Br)s1	-27	3	2	-7	-14	-1	4	-3	0	-1	-7
NS(=O)(=O)c1cccc(NC(=O)c2cccc(-c3ccc(O)cc3)c2)c1	1	-15	-5	-2	0	-5	-1	16	-8	1	-3
O=C(CN1C(=O)NC2(CCc3ccccc32)C1=O)NCc1ccc(F)cc1 (stereo not drawn)	-63	-24	2	1	-5	7	-14	14	-1	-10	-23
Cc1nnsc1C(=O)NC1CCCc2c1cnn2-c1ccccc1F (stereo not drawn)	15	-16	2	1	19	45*	10	41	-28	0	8
NC(=O)C1CCN(C(=O)c2cn(-c3ccccc3)nc2-c2cccnc2)CC1	-38	10	-7	8	-6	-15	14	1	-12	-5	-3
O=C(O)CC(C(=O)NC1CCCCC1)C1CCCO1 (stereo not drawn)	10	2	-38	3	10	7	-12	-7	-1	0	-5
O=C(CCS(=O)(=O)c1ccccc1)NC1CCCCC1	-89	-72	-46	3	-10	-25	-16	-45	-2	-5	6
CCN(CC)c1ccc(/C=N/N2CCN(Cc3ccccc3)CC2)c(O)c1	-28	-2	-8	-5	-7	4	7	-4	3	-2	-27
Cc1ccc(-c2n[nH]c(=O)c3ccccc23)cc1S(=O)(=O)Nc1ccccc1	-33	-11	-25	1	-4	-6	-3	-1	-2	5	42
CCc1cccc(NC(=O)CNC(=O)N2CC(=O)Nc3ccccc32)c1	-1	25	-30	7	4	-18	-22	-5	0	-1	12
COc1cc(-c2[nH]ncc2CN2CCc3sccc3C2)cc(OC)c1OC	6	20	10	4	1	-8	1	1	-9	1	8
CN(CCOc1ccc(Cl)cc1)C(=O)CNS(=O)(=O)c1ccc(N(C)C)c([N+](=O)[O-])c1	-6	6	-15	-7	-4	-2	-5	-11	.	3	0
O=C(Cn1nc(-c2ccco2)ccc1=O)Nc1cc(C(F)(F)F)ccc1Cl	-9	-16	-1	-3	0	14	-6	-10	-3	10	10
Cc1cc(C(=O)CN2CCN(CC(=O)Nc3ccc(F)cc3)CC2)c(C)n1C1CC1	-8	-10	4	-13	-7	3	-14	-6	9	-7	-18
CC(=O)N(C(C)=O)c1c(C#N)c(C)n(-c2ccccc2)c1C(=O)c1ccccc1	15	9	-2	4	9	14	4	14	-4	2	11
CCOc1ccc(S(=O)(=O)n2ccc(C)n2)c2ccccc12	-13	-2	-8	-11	10	-9	23	2	-5	-8	5
C=CCc1cc(Cl)ccc1OCCn1ccnc1	4	9	-25	6	-11	9	-1	0	-1	10	15
CC(C)(C)c1ccc(S(=O)(=O)NCCOCC(F)(F)C(F)F)cc1	8	16	9	10	-19	1	6	-19	.	7	-1
COc1ccc(CC(N)c2csc(NC(=O)c3ccc(OC)cc3)n2)cc1 (stereo not drawn)	3	-36	0	.	.	3	9	17	-3	-2	13
CN(C(=O)c1ccccc1Br)C1CCS(=O)(=O)C1 (stereo not drawn)	-13	-1	6	-8	1	19	-10	-9	-3	-3	-5
CN(C)/C=C/C(=C\C(=O)C(F)(F)F)Nc1ccc(C(F)(F)F)cc1	-29	-1	-8	-7	5	0	6	12	7	-7	-15
CCCN[C@H]1CCc2nc(N)sc2C1	-14	6	-4	4	-13	-5	-21	-13	-2	0	-4
COc1ccccc1CNC(=O)c1ccc2nc(N3CCOCC3)sc2c1	-31	4	6	-9	-3	5	2	-13	-4	-6	1
Nc1ncnc(N)c1NC(=O)c1ccc(OCc2ccccc2)cc1	-5	-7	12	-5	3	-1	0	15	1	-6	-12
O=C(O)CCC(=O)NC(c1ccccc1)c1ccccc1	-10	-11	2	7	-5	17	3	-3	-3	5	-23
CCOC(=O)N1CCC(=NNC(=O)c2cc3ccccc3cc2O)CC1	-10	-1	-8	2	-1	-10	4	-15	2	-5	-29
O=C(NC1CCN(S(=O)(=O)c2cccc(F)c2)CC1)c1ccc(F)cc1	-1	2	-10	0	-18	-14	22	-6	-3	1	-6
CN(C)S(=O)(=O)c1ccc(C(=O)OCC(=O)c2ccc(OC(F)F)cc2OC(F)F)cc1	12	10	-20	5	4	3	-3	11	-6	-3	2
Cc1ccc(SCCCn2cncn2)cc1	-2	-1	2	-9	-5	9	8	13	.	-2	-11
CC(=O)c1cccc(NC(=O)c2ccc(S(=O)(=O)N3CCCCC3)cc2)c1	1	4	0	1	-1	-15	5	0	-2	-1	-10
N#Cc1c(N)nc2c(c1N)CC(CO)O2 (stereo not drawn)	4	10	-12	-5	0	-2	-11	13	8	7	11
C[C@]12C=CC(=O)C=C1CCC1C2CC[C@@]2(C)C1CCC21OCCO1 (stereo partly drawn)	8	2	-28	0	6	25	-13	13	-7	-2	-5
C=CC[n+]1c(-c2ccc(OCC)cc2)csc1NNC(=O)Nc1ccccc1	-8	9	-2	-3	-2	-4	7	-15	-11	10	-2
CCOC(=O)c1ccc(N2C(=O)c3n[nH]c(C)c3C2c2ccc(OC)cc2OC)cc1 (stereo not drawn)	8	-1	-6	-17	6	5	-6	-14	-5	5	17
O/N=C1/CCCCc2sccc21	11	3	3	1	2	3	3	4	6	-8	-8
